EPAC1 antag – EPAC1 (human) antagonism; 360,000 tested, 0.14% active; Potency, µM (titrated, usually from 115 µM), inactives show top-dose activity change, negative = inhibition, actives largely listed as inhibitors; EPAC1 GEF assay, Rap1b-BODIPY-GDP exchange fluorescence;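 also: potency is read from the fitted curve at half-maximal effect; plate controls were vehicle for no effect and positive control for full effect; nearly all actives have a fitted effect of over 50% in size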
PLK1 PBD inh – blocks phosphopeptide binding to human PLK1 polo-box domain | Potency, µM, inactives show max response, negative = inhibition, most hits filed as inhibitors | AID 720504 | 360,000 tested, 2.8% active | Plk1 PBD binding of FITC phosphopeptide, fluorescence polarization | P53350; also: potency is read from the fitted curve at half-maximal effect; series mostly up to about 57 µM; % is scaled to controls: 0 for no effect and ±100 for the full control effect; nearly all actives have a fitted effect of over 65% in size
PI5P4K alpha inh – blocks human PI5P4K alpha kinase activity. P48426. PI5P4Kalpha enzyme, ADP-Glo luminescence, 60 min; hits give low values. max response, %. 330,000 tested, 1.2% active. AID 652105; active = max response of -50% or lower; inconclusive = between -30% and -50%; inactive = -30% or higher; also: value at the top dose of about 77 µM; % is scaled to controls: 0 for no effect and ±100 for the full control effect
Target sequence (P48426 whole entry, looked up): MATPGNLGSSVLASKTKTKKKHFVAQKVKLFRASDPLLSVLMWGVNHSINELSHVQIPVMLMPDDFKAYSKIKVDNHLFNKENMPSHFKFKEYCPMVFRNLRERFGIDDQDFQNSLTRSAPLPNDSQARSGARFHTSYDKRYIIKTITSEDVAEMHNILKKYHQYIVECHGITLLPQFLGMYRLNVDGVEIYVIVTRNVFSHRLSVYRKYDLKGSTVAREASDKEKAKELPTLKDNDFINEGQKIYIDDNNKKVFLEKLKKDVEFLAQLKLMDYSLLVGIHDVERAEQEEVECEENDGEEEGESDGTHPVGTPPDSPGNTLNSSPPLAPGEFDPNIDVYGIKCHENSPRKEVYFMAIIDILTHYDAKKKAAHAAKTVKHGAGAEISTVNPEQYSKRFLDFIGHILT
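Controls without substrate or without enzyme flank wells where PI5P4Kalpha converts substrate using 5 microM ATP (final). Incubation lasts 60 minutes at room temperature; ADP formed is read by ADP-Glo luminescence.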
PTHR1 agonist – activates the human parathyroid hormone receptor PTHR1. HEK293 GP2 PTHR1 cells, GloSensor cAMP luminescence, 1 h. 410,000 tested, 0.075% active. Potency, µM (titrated, usually from 115 µM), for the others: top-dose activation, most hits filed as activators; also: potency is read from the fitted curve at half-maximal effect; nearly all actives have a fitted effect of over 55% in size; some results filed as inactive show a strong effect at the top dose; inactives centre near -15; many of its hits are not listed in these tables
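HEK-293-derived GP2 cells expressing PTHR1 and a GloSensor cAMP reporter, 3,000/well, plated overnight, given luciferin plus IBMX (each 0.5 mM as added) for 1 h at 37 °C, then compound for 1 h at 37 °C. Luminescence was read after 15 min at room temperature.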
EPAC1 agonist – EPAC1 (human) agonism; Potency, µM (series often up to 154 µM), inactives show top-dose activation, usual class: activators; O95398; 360,000 tested, 0.073% active; EPAC1 agonist qHTS, biochemical assay; response scale: 100% = response to 6.5 mM cAMP; AID 720707; also: potency is read from the fitted curve at half-maximal effect; nearly all actives have a fitted effect of over 60% in size
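EPAC1 100 nM, Rap1B–BODIPY-GDP 250 nM, unlabeled GDP 50 uM; compound titration; 5 min RT; kinetic read ex480/em540 at 5-min intervals ×30 min; data normalized to 6.5 mM cAMP agonist control.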
IL-2 act – activators of IL-2; IL-2 activation reporter assay, cell-based qHTS; stimulated with anti-CD3/CD4/CD28 beads; in transgenic mouse T cells; activation, % (series mostly up to about 46 µM); 360,000 tested, 0.065% active; in the data active = activation above about 50%; inconclusive = mostly about 30% to 49%; also: 0% is about no effect
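Readout: EGFP and DsRed signals by fluorescent plate cytometry. Unstimulated transgenic mouse T cells received compound 60 min before antibody-bead stimulation, then incubated 18 h at 37 degrees C.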
GLP1R cytotox – cytotoxicity in counter-screen for GLP-1R inverse agonists. HEK293 cAMP-luciferase reporter cells, luminescence, 24 h. Potency, µM (series often up to 38.3 µM), without a hit: at the highest dose activity change, negative = inhibition, usual class: inhibitors. 410,000 tested, 0.13% active. AID 624418;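 also: loss of luciferase light is scored as toxicity; potency is read from the fitted curve at half-maximal effect; % is scaled to controls: 0 for no effect and ±100 for the full control effect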
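Compound-treated cells are incubated 24 hr at 37 deg C under 5% CO2 after a 12 hour attachment period, then luciferase detection reagent is added and luminescence is measured following 12 min at room temperature; lowered signal indicates toxicity.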
GLP1R ag – agonists of human GLP-1 receptor; HEK293 GLP-1R CRE-luciferase, luminescence, 4-6 h; cells express a hypersensitive GLP-1R form; 380,000 tested, 0.007% active; P43220; Potency, µM (series often up to 45.6 µM), for the others: top-dose activation, most hits filed as activators; also: potency is read from the fitted curve at half-maximal effect; % of control where 0% means no effect
Target sequence (P43220 whole entry, looked up): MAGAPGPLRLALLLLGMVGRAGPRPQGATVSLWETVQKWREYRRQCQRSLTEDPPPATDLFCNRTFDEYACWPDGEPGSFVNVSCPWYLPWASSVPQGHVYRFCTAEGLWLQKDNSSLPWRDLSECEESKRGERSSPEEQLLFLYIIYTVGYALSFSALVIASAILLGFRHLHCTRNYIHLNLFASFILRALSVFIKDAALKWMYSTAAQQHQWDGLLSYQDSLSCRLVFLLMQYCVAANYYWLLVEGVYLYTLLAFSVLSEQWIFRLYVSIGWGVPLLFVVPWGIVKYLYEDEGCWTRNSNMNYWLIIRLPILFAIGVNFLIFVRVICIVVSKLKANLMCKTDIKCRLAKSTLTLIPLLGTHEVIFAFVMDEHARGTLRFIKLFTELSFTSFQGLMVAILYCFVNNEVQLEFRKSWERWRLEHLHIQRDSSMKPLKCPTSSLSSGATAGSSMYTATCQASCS
GLP-1R inv ag – inverse agonists of human GLP-1 receptor. P43220. HEK293 GLP-1R CRE-luciferase, luminescence, 24 h; GLP-1R form is constitutively active. Potency, µM (titrated, usually from 38.3 µM), without a hit: at the highest dose activity change, negative = inhibition, hits mostly inhibitors. 410,000 tested, 1.6% active. AID 624417; also: potency is read from the fitted curve at half-maximal effect; % is scaled to controls: 0 for no effect and ±100 for the full control effect; nearly all actives have a fitted effect of over 55% in size
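Cells are plated, allowed 12 hours at 37 deg C, then treated with compounds for 24 hr before luciferase detection reagent is added and luminescence is read after 12 min at room temperature. The HEK293 line carries constitutively active GLP-1R with a cAMP-responsive reporter.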
The depositor's hits bear a star; i = inactive; u = inconclusive; x = no result given; & = joins results of further samples; [ ] = remark or other dose. Unless noted, calls follow the shape of the dose curve; as a rule, active = well fitted curve in the direction sought with a large enough effect; inconclusive = small, poorly fitted or top-dose-only effect, or another doubt; inactive = no such curve, though single readings can be large; an effect the other way counts as inactive or inconclusive. An excerpt. The share of hits here may be higher or lower than overall.

SMILES	EPAC1 antag	PLK1 PBD inh	PI5P4K alpha inh	PTHR1 agonist	EPAC1 agonist	IL-2 act	GLP1R cytotox	GLP1R ag	GLP-1R inv ag
COc1ccc(C(=O)COC(=O)CNC(=O)c2ccc(Cl)cc2Cl)c(OC)c1	u	-8%	u	i	-2%	-1.6	7%	6%	41%
COc1cccc(/C=N/Nc2snc(SC)c2C#N)c1	-18%	u	-1	-20%[57.5 µM]	4%	0.2	-7%	-4%	u
O=C(NCc1cccnc1)c1csc([C@@H]2O[C@H](CO)[C@H](O)[C@H](O)[C@H]2O)n1	10%	-1%	-2	-23%	-13%	0.7	7%	-2%	22%
O=C(O)c1cccc(N2C(=O)c3cccc4c(Cl)ccc(c34)C2=O)c1	-14%	-9%	7	i	2%	0.1	30%[activator]	0%	-21%
O=C(Nc1ccccc1F)Nc1ccccc1Br	4%	-11%	-13	-27%	11%	0.3	4%	2%	u
CCCn1nnnc1NC(=O)COc1ccc(CC)cc1	-2%	-2%	7	i	6%	-0.7	u	-1%	0%
COc1ccc(C(=O)N2C(=O)c3ccc(N)cc3C2=O)cc1	-11%	-17%	-13	-3%	15%	-0.5	41%[activator]	5%	121%[activator]
CCCCC(=O)NC(=S)Nc1c(C)cc(Br)cc1C	-5%	15µM*	-12	-7%	-4%	1.4	-25%	3%	u
Cc1cc(C)c(NC(=O)CN2CCOCCOCCOCCOCC2)c(C)c1	6%	-4%	8	i	-1%	2.9	3%	-4%	0%
O=C(Cc1ccc(Cl)cc1)Nc1cccc2ncccc12	1%	-3%	-5	-16%	8%	-1.3	3%	16%	-6%
Cc1cc(C)n2nc(SCc3nnc(SCc4ccccc4Cl)s3)nc2n1	-6%	-8%	x	i	-8%	0.1	-14%	-1%	2%
COc1ccc(-c2ccc(C(=O)Nc3cccc(F)c3)c3occc23)c(C)c1	-13%	-23%	16	-88%[inhibitor]	8%	-0.1	5%	-4%	u
COC(=O)C1=C(C)NC(=O)/C1=C\c1cc(C)n(-c2ccccc2F)c1C	-10%	-19%	0	-6%	4%	-3.5	u	33%	10%
C=CC(=O)Oc1ccc(N2Cc3ccccc3C2=O)cc1	u	u	-26	-35%[inhibitor]	1%	1.9	-30%	-9%	-45%
CCCCn1c(N)c(N(CCOC)C(=O)C2CC(=O)N(Cc3ccc(C)cc3)C2)c(=O)[nH]c1=O (stereo not drawn)	2%	0%	-6	i	5%	2.3	-7%	11%	-6%
COc1cc2c(cc1OC)C(COc1ccc(C(C)C)cc1)N(C(=O)COc1ccccc1)CC2 (stereo not drawn)	x	x	x	-3%	x	x	-4%	-10%	u
COC(=O)c1cc(Br)c(=O)n(-c2ccccc2F)c1	-13%	-12%	-5	i	0%	-0.6	2%	7%	-2%
CCOc1ccccc1CN1CCN(Cc2c[nH]c3ccccc23)CC1CCO (stereo not drawn)	1%	2%	1	i	-7%	1.2	-5%	4%	-27%
Cc1ccc(-c2nc(CS(=O)CC(=O)NCCCN3CCN(Cc4ccccc4)CC3)c(C)o2)cc1 (stereo not drawn)	-4%	-16%	2	-60%[inhibitor]	-5%	-3.9	-16%	-2%	u
NC(=O)c1ccc(NC(=O)COC(=O)/C=C/c2cn(-c3ccccc3)nc2-c2cccnc2)cc1	-23%	-8%	-17	-6%	4%	0.8	21%	13%	11%
COc1ccc(CCNC(=O)COc2ccc(C)nc2[N+](=O)[O-])cc1OC	-9%	-20%	-2	u	1%	-2.6	0%	1%	86%[activator]
O=C(O)C1CCN(S(=O)(=O)c2ccc3[nH]ccc3c2)CC1	0%	-4%	0	-24%	9%	0.1	14%	2%	-4%
COc1ccc(-n2c(O)c(/C=N/NS(=O)(=O)c3ccc(C)c([N+](=O)[O-])c3)c3ccccc3c2=O)cc1OC	25%	22%&18%	-9	-11%	0%	3.1	34%[activator]	-4%	-3%
CCOC(=O)c1c(CC(C)C)csc1/N=C/C1C(=O)CC(C)(C)CC1=O	-12%	12%	-2	i	5%	0.4	8%	0%	-17%
O=C1NN=C(c2ccc(Cl)cc2)CC1c1c[nH]c2ccccc12 (stereo not drawn)	-13%	2%	0	-27%	-5%	1.0	1%	-3%	u
NC1=NC(=O)C2(COC(c3cccc([N+](=O)[O-])c3)OC2)S1 (stereo not drawn)	-7%	-12%	0	-12%	8%	-3.7	-1%	4%	3%
Cc1cc(C(=O)NNC(=O)c2cccc(Cl)c2)no1	-10%	-1%	2	i	16%	-0.7	-24%	6%	11%
N/C(=N\OC(=O)c1cccs1)c1cccc([N+](=O)[O-])c1	-13%	-15%	0	i	6%	-0.2	-7%	23%	34%[activator]
COc1ccc(C(=O)NCC(=O)OCc2ccc(Cl)cc2Cl)cc1OC	-30%	3%	-3	-46%[inhibitor]	-10%	-0.3	-4%	0%	-6%
CCOc1ccc(Cc2onc3c2C(=O)CCC3)cc1OCC	-21%	-15%	6	i	5%	-3.5	-7%	11%	34%[activator]
O=C(Nc1ccc2c(c1)oc1ccccc12)N1CCOCC1	1%	-1%	-4	-3%[57.5 µM]	-3%	1.0	-15%	0%	u
O=C(NCc1cccs1)Nc1ccc2c(c1)OCO2	-5%	-1%	0	-9%[57.5 µM]	-5%	-1.1	-3%	8%	8%
CN(C)CCCN(C(=O)c1ccc(S(=O)(=O)N2CCc3ccccc3C2)cc1)c1nc2c(F)cc(F)cc2s1	-13%	-4%	-2	-14%	10%	-0.8	0%	6%	u
O=C(O)[C@H](Cc1ccccc1)NC(=O)N1CCN(c2ccc(F)cc2)CC1	-16%	-7%	-11	-25%	-15%	0.3	-3%	-4%	2%
COc1ccccc1N1CCN(/N=C/c2ccc(O)c(O)c2)CC1	-1%	-5%	-1	-15%	7%	0.9	-25%	12%	73%[activator]
COC(=O)c1ccccc1NC(=O)c1cccnc1	4%	1%	-1	i	1%	-0.1	2%	-1%	26%
CCOC(=O)c1c(NC(C)=O)no[n+]1[O-]	-2%	-3%	3	11%[57.5 µM]	-8%	0.3	-18%	-11%	3%
Clc1ccc(CON/C=N/c2ncnc3sccc23)cc1	-21%	-1%	0	-58%[inhibitor][57.5 µM]	18%	-1.0	4%	3%	u
CCCOc1ccccc1C1NC(=O)NC(C)=C1C(=O)OCCOC (stereo not drawn)	6%	-6%	-1	-19%[57.5 µM]	-1%	0.8	-1%	13%	5%
N#Cc1ccc(-c2nc3cc(Cl)ccc3c(=O)n2O)cc1	u	-9%	3	-81%[inhibitor]	9%	0.8	-14%	-5%	u
O=C(N/N=C/c1ccc2c(c1)OCO2)c1ccc(Cn2cc([N+](=O)[O-])cn2)o1	14%	-4%	-6	-3%	-3%	-0.2	-3%	14%	-2%
CC1Cc2nc(SCC(N)=O)n(C)c(=O)c2S1 (stereo not drawn)	-13%	-12%	-6	-19%	9%	-1.3	0%	4%	14%
CCOC(=O)[C@H]1[C@H]2COc3cc(OC)ccc3[C@@H]2N2C(=O)c3c(C)cc(C)cc3NC(=O)[C@@]12C	-5%	1%	-2	-36%	15%	-0.2	10%	5%	-3%
CCNC(=O)C1(C)CCN1Cc1cc(-c2ccccc2)n(C)n1 (stereo not drawn)	23%	-9%	4	-17%	-7%	-0.3	-2%	5%	27%
CC1Cc2ccccc2N1C(=O)CN(C)S(=O)(=O)c1cccc2cccnc12 (stereo not drawn)	-19%	-5%	3	i	-11%	-2.1	1%	0%	-25%
O=C(Nc1cc2c3c(c1)CC(=O)N3CCC2)c1ccccc1F	3%	-4%	3	i	-3%	2.0	2%	15%	57%[activator]
CN1CC(=O)N(CC(=O)Nc2ccc(Cl)c(C(F)(F)F)c2)C1=O	-5%	-1%	18	-11%	-8%	-0.3	-10%	0%	u
COC(=O)c1cc(NS(=O)(=O)c2cccs2)cc(NS(=O)(=O)c2cccs2)c1	7%	-4%	8	-22%	10%	-3.2	-17%	11%	10%
CCC(C)NC(=O)CSc1nc(-c2cccs2)cc(C(F)(F)F)n1 (stereo not drawn)	3%	-5%	x	-12%[57.5 µM]	5%	-2.3	3%	4%	u
Cc1ccc(Nc2cc(C)nc3ccccc23)c(C)c1	-6%	-1%	-8	-5%	6%	-4.7	-61%	6%	10µM*

Remaining list, next part:
SMILES	EPAC1 antag	PLK1 PBD inh	PI5P4K alpha inh	PTHR1 agonist	EPAC1 agonist	IL-2 act	GLP1R cytotox	GLP1R ag	GLP-1R inv ag
COc1ccccc1CCC(=O)OCC(=O)NC1CCCCC1	-5%	0%	0	-17%	-7%	-0.9	-2%	-1%	15%
Cc1ccccc1NC(=O)CCN1C(=O)c2ccccc2C1=O	u	-9%	11	i	-2%	-0.1	0%	2%	9%
CN1CCN(c2ccc(NC(=O)c3cccs3)cc2)CC1	14%	-8%	2	u	11%	0.4	10%	0%	u
COC(=O)c1cnn2c1C(=O)N(Cc1cccs1)CC2	-18%	6%	1	i	4%	-2.5	-7%	-2%	14%
COc1ccc2[nH]c3c(C)c4ccncc4c(C)c3c2c1	-15%	-8%	u	-50%[inhibitor]	-18%	-0.7	u	-11%	34%[activator]
COc1cccc(/C=N/NC(=O)C(C)Sc2ccccc2)c1 (stereo not drawn)	17%	-2%	6	-8%	-3%	-6.2	6%	18%	-7%
Cc1ccc(Cl)cc1N1CCN(C(=O)C2CCN(c3nnc(-n4cccc4)s3)CC2)CC1	-5%	-1%	11	-91%	-6%	-3.2	-6%	-1%	3.5µM*
CC(OC(=O)c1cccc(-n2cnnn2)c1)C(=O)N(C)c1ccccc1 (stereo not drawn)	u	-2%	8	21%	-5%	-2.8	12%	0%	20%
COc1cccc(N2CCN(C(=O)c3ccc4ccccc4c3)CC2)c1	1%	0%	4	-40%[inhibitor]	12%	-3.1	-15%	5%	u
C=CCn1c(SCC(=O)NCc2ccc3c(c2)OCO3)nc2scc(-c3ccccc3)c2c1=O	10%	-5%	-1	i	3%	0.1	-9%	7%	-70%
